NPY-Y2 antag – NPY-Y2 receptor antagonists, primary screen, cell-based; AID 793, 2007; NPY-Y2 expressing cells, antagonist mode; inhibition, % at 2.7 µM; 0.99% of 140,000 active; Neuropeptide Y receptor type 2 (Homo sapiens), P49146; in the data active means inhibition above about 17%;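 further: 0% = vehicle with agonist challenge and 100% = reference antagonist with challenge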
Target sequence (P49146 whole entry, looked up): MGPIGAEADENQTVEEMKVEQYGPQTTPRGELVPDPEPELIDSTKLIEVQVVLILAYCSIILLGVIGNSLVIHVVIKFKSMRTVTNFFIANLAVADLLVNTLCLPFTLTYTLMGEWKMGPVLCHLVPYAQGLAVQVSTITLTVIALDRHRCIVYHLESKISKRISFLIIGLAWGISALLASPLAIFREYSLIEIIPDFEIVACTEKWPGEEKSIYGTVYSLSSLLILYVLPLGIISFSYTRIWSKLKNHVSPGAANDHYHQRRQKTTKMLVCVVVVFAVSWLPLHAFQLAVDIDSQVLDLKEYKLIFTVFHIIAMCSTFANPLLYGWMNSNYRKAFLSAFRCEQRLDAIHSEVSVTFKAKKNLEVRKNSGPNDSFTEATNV
HCT116 bCat-KO – primary screen for growth suppressors in beta-catenin knockout HCT116 cells (colon tumor, human); viability, % at 10 µM; 1.5% of 140,000 active; HCT116 beta-catenin knockout viability, CellTiter-Glo, 60 h; hits give low values;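 active means viability at or under a set limit, the compound median less 4 SD, cut at about 6% in these data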;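 further: 0% = Hyamine 1622 control at 20 µM and 100% = untreated cell control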
MRP-1 activ – H69AR viability gain despite doxorubicin, primary screen, MRP-1 activator project, H69AR cells, CellTiter-Glo | viability rescue | viability increase, % at 10 µM | 0.61% of 140,000 active;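 active means viability gain under doxorubicin at or above a set limit, the compound median plus 3 SD, cut at about 4.7% in these data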;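 further: MRP-1 overexpressing cells given doxorubicin 25 µM after compound pretreatment; 18-22 h compound pretreatment then 72 h with doxorubicin before readout; 0% = doxorubicin-only wells and 100% = vehicle-treated cells without doxorubicin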
Yeast lifespan up – compounds extending yeast replicative lifespan, primary screen, S. cerevisiae, OD615; S. cerevisiae growth with nicotinamide; deaD strain in restrictive glucose medium; inhibition of the nicotinamide effect, % at 10 µM; 0.68% of 130,000 active;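 active means inhibition above a set limit, placed 3 SD over the median of all compounds, cut at about 26% in these data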;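 further: 0% = nicotinamide-treated wells and 100% = cells grown without nicotinamide; some compounds called inactive have numbers as strong as hits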
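Measured by: optical density (absorbance) at 615 nm; System: modified budding yeast, DeaD strain; Medium: restrictive CSMM-D dextrose medium; Timing: 4 h preincubation then 48 h treatment at 30 °C.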
E-sel TNF inh – E-selectin induction blockers in HUVEC – imaging, immunofluorescence, high content, primary screen. HUVEC TNFa-induced E-selectin immunofluorescence. inhibition, % at 2 µM. 0.71% of 120,000 active. AID 1246, 2008;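 active means inhibition above the batch mean plus 3 SD, and confirmed as a hit on visual image review, cut at about 43% in these data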;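 further: 0% = TNF-stimulated DMSO wells and 100% = unstimulated control wells; not every result past the cut was called active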
Yeast growth inh – growth inhibitors of yeast BB579 in restrictive medium, primary screen, yeast lifespan-shortening project, S. cerevisiae. OD615, 48 h. inhibition, % at 10 µM. 0.51% of 140,000 active. AID 804, 2007;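 active means inhibition above a set limit, 3 SD over the mean compound inhibition, cut at about 44% in these data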; further: inactives centre near -24
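Assay system – yeast BB579 (DeaD) · Dosing – single compound dose of 10 µM, 0.25% DMSO final · Detection – OD615 turbidity measurement · Buffer or medium – CSMM-D restrictive synthetic medium containing dextrose (glucose) · Benchmarks – positive control amphotericin B 10 µg/mL · Incubation – 48 h exposure, 30 °C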
Phagocyt inh – inhibitors of macrophage phagocytosis, primary screen, imaging, J774A.1 cells, IgG beads | 0.07% of 110,000 active | AID 1029, 2008 | inhibition, % at 5 µM | J774A.1 macrophage IgG-bead phagocytosis;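 active means inhibition above the mean of the plate negative controls plus 5 SD, cut at about 13% in these data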;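 further: phagocytic index as fraction of beads internalized from green versus red external bead signal; plate controls were DMSO negative control for no effect and cytochalasin-D positive control for full effect; some results beyond the cut were filed as inactive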
HCT116 PTEN-null – growth suppression of PTEN-null HCT116, primary screen, cell-based, CellTiter-Glo; viability, % at 10 µM; AID 827, 2007; 1.2% of 140,000 active; HCT116 PTEN-null viability, 60 h; hits give low values;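 active means viability at or below a set limit, 4 SD under the median of all tested compounds, cut at about 3.7% in these data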;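 further: PTEN knockout HCT116 line with beta catenin targeted HCT116 as companion control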
Measles CPE – compounds protecting cells from measles virus cytopathic effect, primary screen, measles RdRp inhibitor project, single point, MLSMR library, absorbance; Measles virus-infected cells, CPE protection; protection (pct of control), % at 4 µM; 1.5% of 140,000 active; in the data active means protection mostly above about 24%, no sharp cut-off; inactive means mostly below about 26%; further: some compounds called inactive have numbers as strong as hits
GALR2 antag – GALR2 antagonists in receptor-expressing cells, primary screen; 0.39% of 140,000 active; inhibition, % at 4 µM; AID 828, 2007; antagonist mode; in the data active means inhibition above about 27%;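 further: cells stimulated with galanin 1-16 at roughly its EC80; 0% = agonist challenge control and 100% = basal control without agonist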
Target sequence (O43603 whole entry, looked up): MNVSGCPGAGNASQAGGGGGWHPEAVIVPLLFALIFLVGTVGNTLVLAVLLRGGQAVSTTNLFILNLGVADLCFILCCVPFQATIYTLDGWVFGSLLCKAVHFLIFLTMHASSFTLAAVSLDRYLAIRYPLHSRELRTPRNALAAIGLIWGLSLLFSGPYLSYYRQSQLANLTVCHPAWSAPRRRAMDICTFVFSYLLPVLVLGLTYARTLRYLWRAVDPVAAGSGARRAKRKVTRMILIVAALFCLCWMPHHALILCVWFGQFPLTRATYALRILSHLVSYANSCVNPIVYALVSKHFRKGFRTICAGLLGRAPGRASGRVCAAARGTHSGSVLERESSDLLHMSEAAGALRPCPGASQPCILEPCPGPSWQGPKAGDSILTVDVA
An asterisk follows results filed as active; . = no result given.

canonical_smiles	NPY-Y2 antag	HCT116 bCat-KO	MRP-1 activ	Yeast lifespan up	E-sel TNF inh	Yeast growth inh	Phagocyt inh	HCT116 PTEN-null	Measles CPE	GALR2 antag
Cc1ccc(C(=O)N/N=C\c2ccc(Br)o2)o1	2	88	-0.4	-8	10	-49	2	106	10	9
COc1ccc(CCC2(C)NC(=O)NC2=O)cc1 (configuration not stated)	4	93	-0.1	2	-10	12	-1	97	8	1
CC(C)CNC(=O)CN(C1CCCCC1)S(=O)(=O)c1ccccc1	1	97	-2.1	2	.	-34	0	94	3	-3
Cc1ccc2c(c1)-c1c(ssc1=S)C(C)(C)N2C(=O)CSC1=NCCS1	-6	51	-1.4	-4	-28	-65	0	56	8	-9
CCCNc1cc(C)oc(=O)c1C(=O)CCC	3	93	-0.7	-10	17	-41	1	92	9	-8
S=C(N/N=C/c1ccccc1Cl)Nc1ccccc1	5	96	-3.3	-8	15	-54	.	78	44	6
O=C1Nc2ccc(Br)cc2C1(O)Cc1ccncc1 (configuration not stated)	-2	112	-0.8	-5	34	-36	-1	102	4	6
Cc1cc(C(=O)Nc2sc3c(c2C#N)CCC3)no1	2	60	-1.8	-1	5	-30	4	54	4	-7
COc1ccc(CN(C)C2CCCCC2)c(C)c1C	13	68	-1.2	-1	2	-26	2	72	16	-6
c1cnc(SCCOc2cccc3ccccc23)nc1	7	90	0.6	-16	-2	-44	0	99	6	-4
CC(C)(C)c1ccc(OCc2nc(-c3ccccn3)no2)c(Br)c1	13	73	-0.6	-7	-14	-8	0	71	16	-10
COC(=O)C(NC(=O)c1ccccc1)(Nc1nccs1)C(F)(F)F (configuration not stated)	0	98	-0.3	20	10	-23	0	94	16	4
CCCn1c(C)nc2c(c1=O)c1nc3ccccc3nc1n2CCC1=CCCCC1	8	21	-6.2	-12	-1	-55	-2	15	23	-14
COC(=O)C1(S(=O)(=O)c2cccc3nsnc23)CC1	1	91	-1.4	-2	-30	-25	.	91	20	-7
OC(COCC1COc2ccccc2O1)CN1CCN(c2ccccc2F)CC1 (configuration not stated)	7	83	-3.3	-20	-16	2	-2	81	4	0
O=C(COC(=O)c1ccc(S(=O)(=O)NCc2ccco2)cc1)NC1CCCCCC1	1	91	-1.9	-6	-6	-30	1	88	6	-3
CNC(=S)N/N=C1\C(=O)c2cccc3cccc1c23	-1	2.6*	-6.5	-11	-15	25	.	1.2*	13	6
COc1cc(/C=N/c2oc(-c3ccccc3)cc2C#N)ccc1O	2	95	0.2	-9	-20	-62	0	105	10	7
CCN(CC)c1nc(OCCNC(=O)Nc2ccccc2)nc(N(CC)CC)n1	2	90	-1.5	-12	10	-9	2	77	18	-14
COc1ccc(Cl)cc1Nc1nc(-c2sc(NC(=O)c3ccccc3)nc2C)cs1	-2	1.2*	-2.9	-5	6	-14	.	1.1*	1	15
COCC(C)n1c(C)cc(C(=O)CN2C(=O)NC(Cc3c[nH]c4ccccc34)C2=O)c1C (configuration not stated)	4	88	-1.1	-7	19	-59	0	113	17	-8
O=C(NC(=S)Nc1ccc(S(=O)(=O)N2CCCCC2)cc1)c1ccc(Cl)cc1	3	69	-2.7	-9	-12	-19	4	73	38	-2
Cc1ccc(C)c(NC(=O)COC(=O)CCCN=C2NS(=O)(=O)c3ccccc32)c1	2	96	-1.9	3	20	-28	-1	93	2	-2
CC(C)(C)NC(=O)c1ccc2nccnc2c1	2	96	-0.6	-16	.	-36	0	98	52*	-1
Cc1ccc(-c2ccc(C(=O)Nc3cccc(F)c3)o2)c2ccccc12	2	86	2.0	1	-3	-4	.	94	6	-4
CCCCCC(=O)N1CCN(c2ccc(C(C)=O)cc2F)CC1	1	96	-2.2	-8	-9	-9	0	95	3	11
Cc1ccccc1NC1=CC(=O)CC(C)(C)C1	3	92	0.4	.	-3	-49	.	101	18	7
CCOC(=O)c1ccc(S(=O)(=O)N2CCN(C(=O)CSc3nc4ccccc4o3)CC2)cc1	7	65	-2.7	2	4	-20	-9	59	18	-11
O=S(=O)(Nc1ccc(N=Nc2ccc(O)c3ccccc23)cc1)c1ccccc1	-8	79	-3.9	2	-10	-42	-6	65	4	2
CCOc1ccc2nc(NC(=O)CSc3nc4ccccc4c(=O)n3Cc3ccco3)sc2c1	-2	55	-1.4	-11	13	-55	-3	58	0	-16

Single values from the entries so far.
`CCOC(=O)c1ccc(S(=O)(=O)N2CCN(C(=O)CSc3nc4ccccc4o3)CC2)cc1` – NPY-Y2 antag: 7
`OC(COCC1COc2ccccc2O1)CN1CCN(c2ccccc2F)CC1` (configuration not stated) – NPY-Y2 antag: 7

The list continues:
canonical_smiles	NPY-Y2 antag	HCT116 bCat-KO	MRP-1 activ	Yeast lifespan up	E-sel TNF inh	Yeast growth inh	Phagocyt inh	HCT116 PTEN-null	Measles CPE	GALR2 antag
COCCNc1oc(-c2ccc(Cl)cc2)nc1C#N	3	76	0.3	-34	-36	-17	.	82	15	10
FC(F)(F)c1cccc(Nc2ncnc3ccccc23)c1	6	65	-0.1	-11	14	-12	1	62	2	15
CCC1(CC)NC(=O)N(CC(=O)OCn2nnc3ccccc3c2=O)C1=O	2	99	-0.1	-7	.	4	0	92	15	-3
CCCCCCNCCn1cnc2c(N)ncnc21	0	85	-2.6	-13	-5	-17	.	96	9	-9
S=c1nn[nH]n1C12CC3CC(CC(C3)C1)C2	3	98	-3.4	14	14	-9	-1	94	34*	-27
N#Cc1nc(-c2ccco2)oc1NCCCn1ccnc1	4	98	-0.7	-8	.	-39	-1	93	52	-3
NC(=O)C1CCN(Cc2nc(-c3ccccc3)no2)CC1	2	101	0.5	-11	-10	-44	0	100	11	2
O=C(/C=C/c1ccc(-c2ccccc2[N+](=O)[O-])o1)c1ccc(Br)cc1	5	67	-3.9	-2	-46	-20	-1	66	5	0
Cc1c(CCOC(=O)C23CC4CC(CC(C)(C4)C2)C3)sc[n+]1Cc1ccccc1	3	2.9*	-6.1	-9	-50	5	0	5	7	-5
C=CCn1c(SCC(=O)Nc2ccc3c(c2)OCO3)nnc1-c1ccccc1	-4	94	-0.4	-9	.	-55	-1	96	5	6
COc1ccc(O[C@H]2C=C[C@@H](c3ccccc3)O[C@@H]2COC(=O)CC/C(C)=N/O[C@@H](C)CN2CCCCc3nc(C)c(C)cc32)cc1	15	68	-2.4	-3	-29	-44	.	61	10	2
Cc1noc(C)c1C(=O)OCC(=O)Nc1cc(Cl)ccc1Oc1ccccc1	22*	63	-4.8	-1	4	-65	-1	58	2	8
Clc1ccccc1CSc1nnc(-c2ccccn2)n1Cc1ccco1	14	54	-4.2	-8	.	-45	0	55	1	-6
CCN(CC)C(=O)COC(=O)c1ccc(O)cc1	2	102	0.2	-12	12	-16	-1	113	9	-17
CCCc1cc(N2CCCC2)n2nc(C)c(-c3ccccc3)c2n1	3	76	-0.7	-19	-1	-26	-1	74	14	-2
CCOC(=O)c1c(NC(=O)CSc2nnnn2-c2ccc(OC)cc2)sc(C)c1C	2	79	-3.2	-4	-4	42	2	88	21	-14
NC(=S)N/N=C\c1ccc(-c2cccc(Cl)c2Cl)o1	4	55	-2.1	-13	1	-33	0	63	25	1
COc1ccccc1-c1noc(-c2cccs2)n1	2	77	-2.1	-22	6	-19	.	80	5	5
COc1ccc(CC(=O)OCC(=O)c2ccc(OC)cc2)cc1	5	107	0.1	2	6	-31	11	104	12	4
O=C(OCC(=O)N1CCN(C(=O)c2ccco2)CC1)c1cc(-c2ccco2)nc2ccccc12	7	90	-4.2	-19	-16	-65	2	87	7	1
CCOC(=O)N1CCN(C(=O)CCN2C(=O)COc3ccccc32)CC1	0	106	-0.9	-11	.	-1	2	97	9	-5
COc1cccc(C2C=C(c3ccc(Br)s3)Nc3ncnn32)c1OC (configuration not stated)	3	81	-1.2	1	-51	-43	0	93	9	24
Cc1ccc(S(=O)(=O)N2CCN(C(=O)/C=C/c3ccco3)CC2)cc1	-1	95	-1.9	9	48	-19	-3	95	6	-8
Cc1ccc(C(=O)NC(=S)NCC2CCCO2)cc1 (configuration not stated)	3	90	-2.1	32*	-38	-33	.	89	2	-5
O=C1CC(N2CCC(c3nc4ccccc4s3)CC2)C(=O)N1 (configuration not stated)	3	90	-1.3	-9	24	-44	0	97	4	4
CCCn1nnc(NC(=O)c2cccc(OCC)c2)n1	-2	96	-0.3	-15	11	18	8	111	7	-4
COc1cc(N/C=C(\C(C)=O)c2ccccc2)cc(OC)c1	2	86	-0.2	-20	-12	-80	0	98	17	17
CCOC(=O)C(Sc1nn(C)c(=S)s1)C(C)=O (configuration not stated)	3	97	-0.3	-11	5	-33	0	66	4	-10
CCOC(=O)Cc1c(C)nc2cc(-c3ccc(C)cc3)[nH]n2c1=O	-5	81	-2.8	-12	-35	-19	-2	82	10	5
O=C(NCC1CCCO1)C1CCN(S(=O)(=O)c2cccc3cccnc23)CC1 (configuration not stated)	12	90	-2.0	-10	.	19	0	90	8	9
O=C(O)c1n[nH]c2ccccc12	2	98	-0.8	7	.	-59	2	99	12	1
COc1ccc(/C=C(/C#N)C(=O)Nc2ccc(C)cc2C)cc1C(=O)O	1	94	1.0	-2	28	-65	0	99	4	8
Cc1ccc(Oc2cc([N+](=O)[O-])cc3c2C(=O)Nc2ccccc2O3)cc1	3	38	-2.9	-5	.	-10	-8	48	19	7
COC(=O)c1ccc2c(=O)n(CCCN3CCOCC3)c(=S)[nH]c2c1	1	96	-1.9	-15	-18	-36	3	86	11	3
CCc1c(C)nc2cc(-c3ccc(OC)c(OC)c3)nn2c1NCC1CC1	0	6	-2.8	-33	.	-37	1	4	3	10
CC(C)(C)Nc1nc(Oc2ccc(=O)n(-c3ccccc3)n2)nc(N2CCOCC2)n1	5	81	-1.6	-2	.	4	-1	83	2	7
CC(C)c1ccc(NC(=S)NC2CCN(Cc3ccccc3)CC2)cc1	6	9	-5.3	-1	.	-31	-8	8	14	-2
C/C(Nc1ccc(Cl)cc1)=C(/C#N)C(N)=O	3	94	0.0	-6	-13	-12	0	105	12	-8
O=C(NC(=S)Nc1ccc(S(=O)(=O)N2CCCCC2)cc1)c1ccccc1	1	61	-2.6	-4	-54	-30	1	55	6	3
S=c1[nH]nc(CCc2ccccc2)n1Cc1ccccc1	3	104	-4.8	-19	-47	-15	.	92	12	4
CCOC(=O)c1cccc(-c2ccc(C=O)o2)c1	7	92	1.9	-8	-6	-10	-6	96	29	-4

From PubChem BioAssay
